Screening results: PubChem, several laboratories
Rtt109 HAT inh: inhibitors of C. albicans Rtt109/Vps75 HAT, primary screen, biochemical, ThioGlo CoA-SH fluorescence, plate reader | 330,000 compounds, 0.16% hits | inhibition, % at 34.9 µM | AID 540336, 2011 | Histone acetyltransferase RTT109 (Candida albicans (strain SC5314 / ATCC MYA-2876)), … | purified Rtt109/Vps75, 4 h;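 active = inhibition of at least 50% in every replicate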
Target sequence (Q5AAJ8 whole entry, looked up): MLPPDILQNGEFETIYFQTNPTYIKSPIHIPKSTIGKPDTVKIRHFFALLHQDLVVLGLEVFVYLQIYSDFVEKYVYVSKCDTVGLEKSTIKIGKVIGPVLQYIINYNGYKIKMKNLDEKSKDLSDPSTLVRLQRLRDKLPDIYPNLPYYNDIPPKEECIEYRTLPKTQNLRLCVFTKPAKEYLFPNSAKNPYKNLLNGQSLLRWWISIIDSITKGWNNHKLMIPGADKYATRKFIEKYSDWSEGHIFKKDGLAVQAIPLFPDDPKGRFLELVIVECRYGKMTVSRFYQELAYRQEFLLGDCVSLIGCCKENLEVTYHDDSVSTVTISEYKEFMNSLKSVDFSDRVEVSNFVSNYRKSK
DAGLB inh: DAGLB lipase inhibitors, primary screen, biochemical, fluorescence, HTS; HEK293T DAGLB membrane lysate, EnzChek fluorogenic substrate; inhibition, % at 5.17 µM; 340,000 compounds, 0.059% hits; AID 504411, 2011; in the data active = inhibition above about 34%;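 note: 0% = enzyme with vehicle and 100% = wells lacking enzyme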
Target sequence (Q8NCG7 whole entry, looked up): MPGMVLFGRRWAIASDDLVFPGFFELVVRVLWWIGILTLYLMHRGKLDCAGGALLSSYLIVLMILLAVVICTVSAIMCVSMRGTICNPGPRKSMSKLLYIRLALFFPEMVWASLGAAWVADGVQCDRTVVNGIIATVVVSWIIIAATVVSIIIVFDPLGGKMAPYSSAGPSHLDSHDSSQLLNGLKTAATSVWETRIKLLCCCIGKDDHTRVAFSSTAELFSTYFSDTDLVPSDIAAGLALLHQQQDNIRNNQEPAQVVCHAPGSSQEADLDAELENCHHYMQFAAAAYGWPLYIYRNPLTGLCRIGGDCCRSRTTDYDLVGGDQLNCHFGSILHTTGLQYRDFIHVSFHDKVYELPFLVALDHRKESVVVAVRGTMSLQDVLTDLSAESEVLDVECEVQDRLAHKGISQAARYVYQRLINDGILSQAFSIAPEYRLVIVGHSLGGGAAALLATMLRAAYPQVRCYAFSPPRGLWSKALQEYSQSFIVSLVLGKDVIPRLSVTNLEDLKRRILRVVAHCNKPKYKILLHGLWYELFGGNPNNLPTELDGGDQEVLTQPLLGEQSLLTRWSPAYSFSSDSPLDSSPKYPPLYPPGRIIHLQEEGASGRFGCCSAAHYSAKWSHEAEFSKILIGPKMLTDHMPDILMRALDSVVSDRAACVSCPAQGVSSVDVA
phage Ecoli inh: growth loss of phage-infected E. coli, primary screen, RecBCD inhibitor project, absorbance, with phage, HTS. inhibition, % at 11.9 µM. 360,000 compounds, 0.26% hits; in the data active = inhibition above about 11%
PfHsp90 set2: growth inhibition of PfHsp90-expressing yeast, primary screen, antimalarial PfHsp90 inhibitor project, S. cerevisiae, BacTiter-Glo luminescence, single point, set 2. BacTiter-Glo ATP, 48 h; yeast lacking PDR1 and PDR3 efflux regulators. inhibition, % at 9.4 µM. 310,000 compounds, 0.32% hits;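 active = every replicate shows inhibition above about 80%, whatever the replicate mean, limit read from the data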;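 note: 0% = DMSO neutral controls and 100% = 20 µM radicicol positive controls; yeast relying on Plasmodium falciparum Hsp90 in place of its own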
Ecoli viability: E. coli V3065 growth inhibition, primary screen, counter-screen for AddAB inhibitor project, absorbance, OD600; 18 h; inhibition, % at 11.9 µM; 330,000 compounds, 0.27% hits;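 active = inhibition above the campaign's mean inhibition across all tested compounds plus 3 SD, cut at about 9.9% in these data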;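 note: uninfected addAB+ strain grown without phage in ampicillin broth; 0% = DMSO wells and 100% = ciprofloxacin 0.95 µg/ml wells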
AddAB inh: growth inhibition of E. coli expressing H. pylori AddAB, primary screen, AddAB inhibitor project, absorbance. inhibition, % at 11.9 µM. AID 435030, 2010. 330,000 compounds, 0.29% hits; in the data active = inhibition above about 12%;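 note: 0% = vehicle wells of infected cells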
CAL PDZ FP: CAL PDZ peptide-binding inhibitors, primary screen, biochemical, fluorescence polarization, Cer-tagged CAL PDZ, HTS; Golgi-associated PDZ and coiled-coil motif-containing protein (Homo sapiens), Q9HD26; purified CAL PDZ, TMR-peptide fluorescence polarization, 1 h; inhibition, % at 20 µM; 330,000 compounds, 0.02% hits;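 active = highest replicate inhibition of at least 40%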;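 note: plate controls were DMSO neutral control wells for no effect and unlabeled competitor peptide control wells for full effect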
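Test system: tagged CAL PDZ domain / Buffer or medium: sodium phosphate/NaCl buffer pH 7.4 with TCEP, IgG, Thesit / Reagent: TMR-labelled reporter peptide T*-PRC34 bound in PDZ groove / Compound dosing: single point, 20 µM / Schedule: 1 h incubation at room temperature before polarization reading / Technique: fluorescence polarization (mP) / Benchmarks: unlabelled peptide, DMSO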
Tat transport: E. coli Tat export inhibitors, primary screen, MC4100, TorA-mCherry reporter, fluorescence, single point | inhibition, % at 10 µM | 340,000 compounds, 0.036% hits | AID 488895, 2010;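 active = mean replicate inhibition at least 50% and at least half of replicates individually reaching 50%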;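 note: exported cargo escapes ClpAP degradation while cytoplasmic cargo is degraded and loses fluorescence; 0% = median of neutral control wells and 100% = median of NaSCN control wells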
PvdQ inh: P. aeruginosa PvdQ acylase inhibitors, primary screen, biochemical, fluorescence, plate reader and imaging, single point; purified PvdQ acylase; inhibition, % at 10 µM; 340,000 compounds, 0.063% hits; AID 488965, 2010; in the data active = inhibition above about 30%, passing the limit was not always enough;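 note: 0% = vehicle neutral wells and 100% = reference inhibitor wells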
Wnt act: Wnt/beta-catenin pathway activators, primary screen, cell-based, plate reader, single point; 300,000 compounds, 1.2% hits; activation, % at 9.35 µM; Wnt/beta-catenin reporter cell assay, activator; in the data active = activation above about 30%, passing the limit was not always enough;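 note: 0% = neutral control wells and 100% = positive control wells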
Numbers without * were called inactive; . = not tested or not shown. Compounds were not picked by outcome, and some 1.9% of all compounds hit somewhere here.

| compound | Rtt109 HAT inh | DAGLB inh | phage Ecoli inh | PfHsp90 set2 | Ecoli viability | AddAB inh | CAL PDZ FP | Tat transport | PvdQ inh | Wnt act |
| --- | --- | --- | --- | --- | --- | --- | --- | --- | --- | --- |
| COc1ccc(OC)c(C2CC(=O)Nc3n[nH]c(-c4ccccc4)c32)c1 (stereo not given) | -5 | 3 | 0.5 | 10 | 1.8 | 0.2 | -1.8 | 9 | -16 | 0 |
| O=C(Nc1ccc(Oc2ncnc3cc(Cl)ccc23)nc1)c1cccs1 | 0 | -2 | 3.7 | -3 | -1.8 | 3.3 | -1.7 | 11 | -9 | 0 |
| CC(C)CN(CCCNC(=O)CN1C(=O)COc2ccc(S(=O)(=O)N3CCCC3)cc21)CC(C)C | 1 | -3 | 4.3 | 8 | 3.6 | 1.7 | -1.1 | -3 | 1 | -1 |
| Cc1cccc(NC(=O)c2ccc3nsnc3c2)c1C | -9 | 0 | 6.7 | 6 | 1.9 | 0.2 | 0.5 | -5 | -3 | 13 |
| CC(=O)NC(CCS(C)(=O)=O)C(=O)Nc1ccc(Cl)c(Cl)c1 (stereo not given) | -1 | 0 | 1.4 | -6 | -3.7 | -1.5 | -0.4 | -4 | -5 | -1 |
| CCSc1nc(-c2ccco2)ccc1C#N | 2 | 4 | -1.1 | 16 | 1.0 | 1.1 | -0.9 | 1 | -18 | -1 |
| O=C(Cn1cnc2c(nnn2Cc2ccccc2)c1=O)N1CCCc2ccccc21 | -8 | -1 | 2.6 | -18 | -0.6 | 0.3 | -0.8 | 3 | -10 | 2 |
| COc1ccc(N2CC(NC(=O)N3CCN(c4ccccc4)CC3)CC2=O)cc1 (stereo not given) | -4 | -1 | 2.9 | 30 | 0.7 | -0.5 | -2.3 | -1 | -9 | 0 |
| C/C(=N\NC(=O)c1nnn(-c2nonc2N)c1-c1cccs1)c1ccc(O)cc1 | 13 | 1 | 0.3 | 5 | -0.4 | 3.6 | -2.5 | 0 | -8 | 0 |
| CC1CCN(C(=O)CCNS(=O)(=O)c2ccc3c(c2)oc(=O)n3C)CC1 | 2 | -1 | 1.3 | -2 | 0.9 | 4.2 | -0.9 | -5 | -3 | -2 |
| O=C(Nc1cc(Br)ccc1O)C1CC(c2c(F)cccc2Cl)=NO1 (stereo not given) | -9 | -5 | 2.9 | -34 | -0.2 | 3.0 | -0.9 | -4 | -13 | -1 |
| c1ccc2c(c1)oc1c(NCCCN3CCOCC3)ncnc12 | 9 | 0 | 3.1 | -9 | 1.9 | 3.3 | 0.1 | -1 | 1 | . |
| COc1ccc(OCCCC(=O)Nc2cccc([N+](=O)[O-])c2C)cc1 | 3 | -3 | 3.4 | -1 | -1.0 | 2.4 | 1.2 | 14 | -3 | . |
| COc1cc(C(=O)N(C)CCOc2ccc(C)cc2)ccc1OC1CCN(C(C)=O)CC1 | 6 | -1 | 1.5 | 17 | 2.5 | -0.9 | 0.5 | -1 | -8 | -1 |
| COc1cc(C(=O)N/N=C(\c2ccccc2)c2ccccn2)cc(OC)c1OC | . | 5 | 0.2 | -13 | -4.0 | -2.2 | 0.6 | -5 | 3 | -3 |
| CC(C)CCn1c(COc2ccccc2)n[nH]c1=S | -7 | -3 | 4.1 | -1 | 2.1 | 2.5 | -0.9 | 0 | -3 | -1 |
| CCN(CC)C(=O)C(=O)c1cccn1-c1ccccc1C#N | -2 | 1 | 2.7 | 4 | 0.1 | 2.4 | -1.2 | -10 | -19 | 1 |
| CC12CN3CCN(CC(C3)/C1=N\N=C1/C3CN4CCN(C3)CC1(C)C4)C2 | -7 | -1 | 2.8 | 25 | -1.1 | 3.7 | -0.3 | -6 | -2 | 3 |
| COc1ccc(-n2nc(C(=O)Nc3cc(OC)c(OC)c(OC)c3)c3ccccc3c2=O)c(OC)c1 | -3 | 1 | 1.5 | -9 | -2.9 | 1.6 | -2.0 | 3 | -13 | . |
| Cc1ccc(/C=C2\SC(=S)N(CC(=O)Nc3cccnc3)C2=O)cc1 | 4 | 0 | 0.9 | 3 | -3.3 | -0.8 | -2.1 | -1 | -2 | -4 |

As entered above:
Reading of COc1ccc(-n2nc(C(=O)Nc3cc(OC)c(OC)c(OC)c3)c3ccccc3c2=O)c(OC)c1 in PvdQ inh: -13
Reading of COc1cc(C(=O)N/N=C(\c2ccccc2)c2ccccn2)cc(OC)c1OC in DAGLB inh: 5

(listing goes on)
| compound | Rtt109 HAT inh | DAGLB inh | phage Ecoli inh | PfHsp90 set2 | Ecoli viability | AddAB inh | CAL PDZ FP | Tat transport | PvdQ inh | Wnt act |
| --- | --- | --- | --- | --- | --- | --- | --- | --- | --- | --- |
| c1ccc(-c2noc(CN3CCOCC3)n2)cc1 | -8 | 0 | 5.0 | 31 | 0.8 | 3.8 | -0.6 | -7 | -10 | 4 |
| COc1cccc(OCc2cc(C(=O)NC(C)c3cnn(C)c3C)no2)c1 (stereo not given) | -6 | 1 | 0.5 | 4 | -0.2 | 1.5 | -1.0 | 2 | -7 | 9 |
| O=C(Cn1cnc2ccccc2c1=O)NCC1COc2ccccc2O1 (stereo not given) | -3 | 1 | 0.6 | -10 | 0.7 | 3.4 | -0.8 | 0 | -10 | . |
| COc1ccc(N(C(C)C(=O)N/N=C/c2ccc(OC)c(OC)c2)S(C)(=O)=O)cc1 (stereo not given) | -2 | 0 | 3.3 | 7 | 0.9 | 1.3 | -0.7 | -7 | -13 | -5 |
| Cc1ccc2[nH]c3c(c2c1)CCCC3NC(=O)CCl (stereo not given) | -1 | 4 | . | -17 | -1.2 | 1.9 | -0.6 | 0 | -12 | . |
| O=S(=O)(NCCN1CCCC1)c1ccc(Br)cc1 | 0 | -1 | 3.7 | 1 | 0.1 | 1.7 | -0.2 | 14 | 9 | 0 |
| COCCN1C2=C(C(=O)CC(C)(C)C2)C(c2ccc(O)c(OC)c2)C2=C1CC(C)(C)CC2=O | -2 | 2 | 0.9 | -16 | -1.8 | 0.0 | 0.0 | -3 | -14 | -1 |
| OC(COC(c1ccc(Cl)cc1)c1ccc(Cl)cc1)CN1CCc2ccccc2C1 (stereo not given) | -4 | -10 | 3.0 | -8 | -0.3 | -3.4 | -2.2 | -1 | -9 | -10 |
| CCc1nc(SCC(=O)c2cc(C)ccc2C)n[nH]1 | 4 | 1 | 1.8 | . | -0.8 | -1.4 | -2.1 | -8 | 10 | -1 |
| COc1ccc(-c2cc(C(F)(F)F)nc(S(=O)(=O)CCCC(=O)Nc3cccnc3Cl)n2)cc1OC | -4 | -3 | -1.3 | 5 | . | . | -0.5 | -2 | -14 | 0 |

Next entries:
Structure,Rtt109 HAT inh,DAGLB inh,phage Ecoli inh,PfHsp90 set2,Ecoli viability,AddAB inh,CAL PDZ FP,Tat transport,PvdQ inh,Wnt act
O=C1CCc2cc(S(=O)(=O)NC(Cc3ccccc3)C(=O)NC3CCCCC3)ccc2N1 (stereo not given),5,-1,1.5,-11,0.8,4.0,-0.9,5,-18,-5
CC(=O)Nc1ccc(C(=O)/C=C/c2ccco2)cc1,1,0,3.7,2,-0.3,5.4,-2.1,13,-19,.
O=C(O)c1cc2nc(-c3ccccc3)cc(C(F)(F)F)n2n1,-6,-1,1.1,-45,1.5,1.0,-3.9,-3,-14,13
CC1(C)C(C#N)=C(N)OC2=C1C(=O)CCC2,4,-2,0.2,.,-0.7,1.4,-3.6,1,-13,0
CC(C)NC[C@H](O)COc1ccc(CC(N)=O)cc1,3,0,2.1,-26,-1.0,2.4,0.4,.,-1,0
O=S(=O)(c1ccc2ccccc2c1)N1CCN(S(=O)(=O)N2CCOCC2)CC1,-1,-3,4.5,1,-2.9,-0.4,0.6,1,-7,-1
CC(C)(C)c1ccc(/C=N/N2CCN(c3ccccn3)CC2)cc1,5,.,1.8,2,1.3,2.2,-0.7,-2,-10,1
COc1ccc(OC)c(NC(=O)CN2C(=O)C(=O)N(Cc3ccccc3)C2=O)c1,2,0,5.6,-25,-2.1,-0.8,0.4,5,-16,-1
O=C(Nc1ccc(N2CCOCC2)cc1)C1CCCCC1,10,0,1.1,0,-1.7,1.4,.,6,-9,11
CCn1c(N)c(C(=O)NCCCOC)sc1=S,5,2,4.0,15,1.3,3.1,-1.3,20,-3,.
CSc1c(-c2ccccn2)c(N)nn1C(=O)C1CCC1,-19,-6,2.9,10,-0.2,0.3,0.0,11,-2,4
CCOCCCNS(=O)(=O)c1ccc(NC(=O)C2CC(=O)N(c3ccc(C)cc3)C2)cc1 (stereo not given),3,-1,2.0,-79,-0.1,2.3,0.0,-8,-3,-2
COc1cc(NC(=S)NCCC(c2ccccc2)c2ccccc2)cc(OC)c1,1,-3,4.9,1,2.4,3.4,-1.6,7,1,-16
COCCn1cnc2c1c(=O)n(CC(=O)c1ccc3c(c1)OCCO3)c(=O)n2Cc1ccccc1,.,-1,0.9,5,-0.2,4.6,-4.6,-6,9,-1
COc1cccc(CNC(=O)c2nnn(CC(=O)Nc3cc(C)ccc3C)c2N)c1,11,1,-4.3,-1,-4.2,1.2,0.5,-2,8,-3
N=c1n(CCN2CCOCC2)c2ccccc2n1Cc1ccccc1Br,-4,1,3.3,.,1.3,4.5,-1.0,-8,-11,.
O=c1[nH]c2cc3c(cc2cc1CN(CC1CCCO1)S(=O)(=O)c1ccccc1)OCCO3 (stereo not given),2,4,1.2,.,-1.5,2.5,-1.8,-12,-7,.
O=C(NN1C(=O)c2ccccc2C1=O)c1ccncc1,14,-2,3.1,8,2.9,-0.3,-3.3,5,-3,1
O=C(COC(=O)c1ccc(Cl)nc1)NCc1cccs1,-8,3,1.6,-6,-0.1,3.8,0.3,-3,-7,-1
Oc1c(C=Nc2ccc(Cl)cn2)sc2ccccc12,7,-9,1.0,-13,-1.0,0.7,0.0,2,-9,46*
Cc1sc2nc(CSc3nc4ccccc4s3)[nH]c(=O)c2c1C,.,.,0.6,.,1.1,-0.7,.,.,.,-1
COc1ccc(S(=O)(=O)Nc2ccc3c(c2)N(C(C)=O)CCC3)cc1,-1,2,-1.6,0,3.4,1.6,-1.4,-1,-3,0
O=S(=O)(O)c1cc(O)c2c(O)c(N=Nc3cc(Cl)ccc3O)c(S(=O)(=O)O)cc2c1,5,18,.,19,-8.3,-6.1,1.6,-2,-1,.
c1ccc(C2(CN3CCNC[C@H]3Cc3cccc4ccccc34)CC2)cc1,9,-2,1.9,27,0.4,2.7,-1.8,3,7,-9

Gathered by group, those above containing a furan ring, fused or not (three)
Structure,Rtt109 HAT inh,DAGLB inh,phage Ecoli inh,PfHsp90 set2,Ecoli viability,AddAB inh,CAL PDZ FP,Tat transport,PvdQ inh,Wnt act
CCSc1nc(-c2ccco2)ccc1C#N,2,4,-1.1,16,1.0,1.1,-0.9,1,-18,-1
c1ccc2c(c1)oc1c(NCCCN3CCOCC3)ncnc12,9,0,3.1,-9,1.9,3.3,0.1,-1,1,.
CC(=O)Nc1ccc(C(=O)/C=C/c2ccco2)cc1,1,0,3.7,2,-0.3,5.4,-2.1,13,-19,.
